Screening data: PubChem BioAssay, several laboratories
APP 5'UTR act: APP 5'UTR luciferase reporter activation; SH-SY5Y APP 5'UTR luciferase reporter, luminescence; zero percent = DMSO vehicle wells; activation, % at 2 µM; 190,000 tested, 1% active; AID 1276;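 active = activation above a set limit, based on mean plus 3 SD of controls, cut at about 140% in these data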; note: values of inactives mirror those of a sister screen read the other way
Redox H2O2 prof: compounds producing H2O2 with reducing agent – biochemical, NIH compound library profiling, artefact control for MLSCN library redox annotation, primary screen | activation, % at 10 µM | DTT-dependent redox cycling H2O2, phenol red/HRP absorbance; 100% = 100 µM peroxide control, 0% = buffer | 200,000 tested, 0.03% active;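 active = activation of at least 50% relative to the plate's high and low controls in the primary single-dose screen; inactive = activation below 50%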;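 note: compound incubated with DTT at 0.8 mM final as the reducing agent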
STAT3 inh: inhibitors of IL-6 induced STAT3 signaling; 190,000 tested, 0.89% active; U3A cells, IL-6 STAT3-luciferase reporter, luminescence; host cell line lacks STAT1; inhibition, % at 5.5 µM; AID 862;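 active = inhibition above the mean inhibition across all screened compounds plus 3 SD, cut at about 44% in these data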;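 note: 0% = DMSO only wells and 100% = 100 µM nifuroxazide control wells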
STAT1 activator: increases IFN-gamma driven STAT1 reporter signal. NIH 3T3 STAT1-luciferase reporter, luminescence; 100% = IFN-gamma alone, no compound. 200,000 tested, 2.6% active. activation (% of control), % at 5.5 µM;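 active = activation above the screen-wide mean activation plus 3 SD, cut at about 130% in these data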;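 note: raw ratio to IFN-gamma control signal so 100% means no change and 0% no light; values of inactives mirror those of a sister screen read the other way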
STAT3 act: activators of IL-6 induced STAT3 signaling. U3A cells, IL-6 STAT3-luciferase reporter, luminescence; 100% = signal with IL-6 EC80 alone. 190,000 tested, 0.91% active. AID 871. activation (% of control), % at 5.6 µM;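 active = activation above the screen-wide mean of compound activation plus 3 SD, cut at about 130% in these data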;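 note: 0% = background luminescence of wells with medium and substrate only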
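Assay system – human STAT1-deficient U3A cells with stable STAT3-luciferase reporter · Also added – IL-6 (33 ng/mL) · Schedule – compound 1 h, then IL-6 6 h at 37 °C · Technique – reporter luminescence signal · Evaluation – % activation versus median of IL-6-stimulated wells · Benchmarks – IL-6-only wells as 100% reference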
HMGR II inh: blocks class II HMG-CoA reductase of Enterococcus faecalis. purified E. faecalis HMGR, NADPH absorbance 340 nm kinetic. inhibition, % at 10 µM. 190,000 tested, 0.41% active. AID 1066;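 active = inhibition above a set limit, the median over all tested compounds plus 3 SD, cut at about 9.5% in these data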;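 note: enzyme runs in reverse so mevalonate oxidation gives rising NADPH absorbance; 0% = complete reaction with DMSO and 100% = background rate lacking mevalonate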
TLR4 MyD88 comp: blocks binding of human TLR4 to MyD88. 200,000 tested, 0.18% active. inhibition, % at 8.4 µM. AID 861. O00206+Q99836. HeLa CL3-4 TLR4/MyD88 BLA complementation, FRET ratio; in the data active = inhibition above about 25%;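 note: 0% = vehicle and 100% = reference inhibitor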
Target sequence (O00206 whole entry, looked up): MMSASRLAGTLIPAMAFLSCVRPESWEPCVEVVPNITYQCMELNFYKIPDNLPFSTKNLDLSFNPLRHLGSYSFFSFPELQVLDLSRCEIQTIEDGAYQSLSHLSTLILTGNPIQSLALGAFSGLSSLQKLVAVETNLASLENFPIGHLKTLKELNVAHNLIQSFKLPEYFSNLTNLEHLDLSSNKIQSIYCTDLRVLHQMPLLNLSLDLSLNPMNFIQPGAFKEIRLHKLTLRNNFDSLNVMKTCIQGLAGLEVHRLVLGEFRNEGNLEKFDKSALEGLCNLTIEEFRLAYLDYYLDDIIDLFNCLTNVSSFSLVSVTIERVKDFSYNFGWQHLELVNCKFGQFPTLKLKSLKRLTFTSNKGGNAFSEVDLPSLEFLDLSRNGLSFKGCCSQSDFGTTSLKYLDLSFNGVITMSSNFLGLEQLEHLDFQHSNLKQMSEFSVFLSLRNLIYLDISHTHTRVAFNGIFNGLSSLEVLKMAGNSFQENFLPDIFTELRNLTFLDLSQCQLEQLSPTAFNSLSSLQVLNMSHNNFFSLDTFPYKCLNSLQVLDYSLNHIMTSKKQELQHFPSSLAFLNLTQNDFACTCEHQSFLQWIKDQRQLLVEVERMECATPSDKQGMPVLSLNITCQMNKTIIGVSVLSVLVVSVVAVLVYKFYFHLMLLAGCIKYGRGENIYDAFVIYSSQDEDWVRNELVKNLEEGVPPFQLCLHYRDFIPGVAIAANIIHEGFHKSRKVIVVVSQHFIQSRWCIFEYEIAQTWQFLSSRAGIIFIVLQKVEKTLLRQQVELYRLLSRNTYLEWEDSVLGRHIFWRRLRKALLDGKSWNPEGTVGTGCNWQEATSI
Target sequence (Q99836 whole entry, looked up): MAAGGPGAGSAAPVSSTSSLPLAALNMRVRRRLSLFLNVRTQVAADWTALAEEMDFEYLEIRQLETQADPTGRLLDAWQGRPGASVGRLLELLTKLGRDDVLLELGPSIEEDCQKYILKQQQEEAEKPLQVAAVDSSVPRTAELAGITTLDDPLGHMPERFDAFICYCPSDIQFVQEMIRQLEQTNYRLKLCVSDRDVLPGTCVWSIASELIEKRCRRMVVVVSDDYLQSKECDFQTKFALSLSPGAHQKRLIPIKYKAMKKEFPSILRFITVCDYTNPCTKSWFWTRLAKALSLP
Hsp70 activator: transcriptional activators of Hsp70 | HeLa Hsp70 promoter luciferase reporter, luminescence; scaled: vehicle 0, proteasome-inhibitor control 100% | activation, % at 10 µM | 200,000 tested, 0.04% active | AID 1203;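 active = activation above the mean across all tested compounds plus 3 SD, cutoff set per campaign, cut at about 5.5% in these data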;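 note: 100% = MG132 at 30 µM as the positive control and 0% = DMSO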
STAT1 blocker: STAT1 signaling inhibition | NIH 3T3 STAT1-luciferase reporter, IFN-gamma, luminescence | inhibition, % at 5.5 µM | 200,000 tested, 0.35% active | AID 920;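 active = inhibition above a set limit, the mean inhibition across all tested compounds plus 3 SD, cut at about 34% in these data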;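 note: 0% = IFN-gamma with DMSO and 100% = IFN-gamma with 300 µM nifuroxazide; values of inactives mirror those of a sister screen read the other way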
NF-kB neuron act: raises NF-kB expression in human neuronal cells; NF-kB reporter expression; hits give high values; fold change at 12.5 µM; 190,000 tested, 1.6% active; AID 1239; in the data active = fold change above about 3.3
The depositor's hits bear a star; x = no result given.

1	O=C(O)C1CC=CCC1C(=O)Nc1ccc(N2CCN(Cc3ccccc3)CC2)cc1 (configuration not stated)
2	O=C(C1CCN(S(=O)(=O)c2cccc3nsnc23)CC1)N1CCc2ccccc21
3	O=C(COc1ccc2c(C(F)(F)F)cc(=O)oc2c1)Nc1ccc(N2CCOCC2)cc1
4	O=C(CN(Cc1cccs1)C(=O)CN1C(=O)COc2ccccc21)NCc1ccco1
5	COc1cc(C)nn1-c1ccc(Cl)cc1
6	Cc1ccc(CN2CCN(/N=C/c3ccc(Cl)c([N+](=O)[O-])c3)CC2)cc1
7	COC(=O)c1sccc1NC(=O)c1ccc(OC)c(OC)c1
8	Cc1ccn2cc(C(=O)Nc3ccccc3N3CCOCC3)nc2c1
9	CSc1nnc(-c2nnc(SC)n2-c2ccccc2)n1-c1ccccc1
10	COc1ccc(OCC(=O)O/N=C(\N)Cc2ccc(Cl)cc2Cl)cc1
screen / no.	1	2	3	4	5	6	7	8	9	10
APP 5'UTR act	5	1	-4	8	-11	-12	-12	-15	-22	-11
Redox H2O2 prof	-0.7	0.0	0.4	0.1	0.2	-0.1	0.0	2.8	0.9	0.2
STAT3 inh	6	22	-1	6	16	18	20	18	7	7
STAT1 activator	96	104	103	100	103	91	108	112	96	104
STAT3 act	95	84	97	101	89	94	87	92	96	99
HMGR II inh	-6	0	-12	0	-2	-5	0	-8	1	4
TLR4 MyD88 comp	-14	9	-6	-12	-1	-1	-14	-1	-4	-7
Hsp70 activator	-0.3	0.0	-0.2	0.0	-0.3	0.6	-0.3	0.0	-0.5	-0.2
STAT1 blocker	4	-5	-3	0	-5	9	-9	-13	4	-4
NF-kB neuron act	1.1	0.56	1.1	1.1	1.1	1.1	1.1	0.82	1.1	1

11	C=C(C)Cn1c(N2CCC(Cc3ccccc3)CC2)nc2c1c(=O)[nH]c(=O)n2C
12	CC(=O)Nc1cc(S(=O)(=O)C(F)(F)F)ccc1Cl
13	N/C(=N\OC(=O)COc1ccc2ccccc2c1)c1cccnc1
14	COc1ccc(OC)c(C2C3=C(N=c4s/c(=C\c5cccc(O)c5)c(=O)n42)c2ccccc2CC3)c1 (configuration not stated)
15	CCc1ccc2c(c1)cc(CN(C(=S)Nc1ccccc1Cl)C1CC1)c1nnnn12
16	COc1ccc(CNc2nc3nc(C)cc(C)n3n2)cc1OC
17	O=C(Nc1ccc(S(=O)(=O)NC2=NCCCCC2)cc1)c1ccc(=O)[nH]c1
18	O=C(Cn1nc2ccccc2n1)N/N=C/c1cc(Cl)cc([N+](=O)[O-])c1O
19	Nn1cnnc1N/N=C/c1cc([N+](=O)[O-])c(Cl)cc1Cl
20	c1ccc2c3c([nH]c2c1)C1(CCCCC1)NCC3
screen / no.	11	12	13	14	15	16	17	18	19	20
APP 5'UTR act	-10	1	1	-16	x	3	10	-1	x	13
Redox H2O2 prof	0.5	0.9	0.4	-0.4	0.7	-3.0	-0.1	-1.3	1.4	-0.3
STAT3 inh	-6	10	8	6	4	9	-4	-6	-1	-12
STAT1 activator	108	97	100	86	95	92	101	92	97	98
STAT3 act	108	95	92	95	101	98	105	109	101	111
HMGR II inh	-1	0	0	-3	-3	-1	0	-7	0	-2
TLR4 MyD88 comp	6	-20	-9	7	-9	-15	4	10	7	-5
Hsp70 activator	0.0	-0.6	0.1	-0.2	-0.2	-0.7	0.3	-0.1	-0.2	-0.3
STAT1 blocker	-9	3	0	16	5	9	-2	7	0	1
NF-kB neuron act	0.76	1.2	0.81	1.2	0.95	1.3	0.99	0.75	0.98	1

21	Cc1ccc(S(=O)(=O)NNC(=O)c2ccncc2)cc1
22	Cc1ccc(C(=O)OCC(=O)c2c[nH]c3ccccc23)cc1
23	Nc1ccc(Cc2ccccn2)cc1
24	COC(=O)CCn1nnc(-c2ccc(C)cc2)n1
25	CCCCC(=O)Nc1ncc([N+](=O)[O-])s1
26	Cc1cccc(Oc2nc(CN3CCOCC3)nc3sc4c(c23)CCCC4)c1
27	CN1Cc2cc(C(=O)c3cc(Cl)cc(CSc4ncccn4)c3O)cnc2NC1=O
28	CN(C(=O)c1coc(=O)c2ccccc12)c1ccc(Br)cc1
29	COCCN(Cc1cc2cc3c(cc2n2nnnc12)OCO3)C(=O)c1ccccc1F
30	O=C(Nc1nc(-c2ccc(Cl)cc2)cs1)c1cccnc1
screen / no.	21	22	23	24	25	26	27	28	29	30
APP 5'UTR act	9	44	-13	0	4	-12	-96	10	10	12
Redox H2O2 prof	0.6	0.1	-0.7	2.8	-1.0	0.3	1.4	-3.0	0.9	-2.2
STAT3 inh	-10	-34	5	5	31	11	-24	1	6	31
STAT1 activator	100	126	103	100	102	99	99	99	87	97
STAT3 act	106	133*	98	100	80	93	126	100	100	75
HMGR II inh	0	-7	-5	-1	-1	-5	-6	2	-3	2
TLR4 MyD88 comp	-2	1	-9	-3	-12	-3	16	6	-3	-6
Hsp70 activator	-0.3	-0.3	-0.1	0.0	-0.2	-0.2	0.8	-0.4	-0.1	-0.2
STAT1 blocker	0	-29	-5	0	-2	1	1	-1	14	3
NF-kB neuron act	0.9	1.8	1.6	1	1.3	0.9	2.1	0.81	0.96	1.1

31	CC(C)c1ccc(C2NC(=S)NC3=C2C(=O)CCC3)cc1 (configuration not stated)
32	O=C(CSc1ccccc1)Nc1ccccc1C(=O)N1CCCC1
33	CCC(Sc1ncccn1)C(=O)Nc1cc(C)on1 (configuration not stated)
34	O=C(CSc1cccc2cccc(Cl)c12)OCC(=O)N1CCN(C(=O)c2ccco2)CC1
35	CC(C)(C)NC(NC(=O)Cc1ccccc1)C(Cl)(Cl)Cl (configuration not stated)
36	CCCCC(=O)Nc1ccc(C(=O)NN2C(=O)c3ccccc3C2=O)cc1
37	O=C(NCCCn1ccnc1)c1cc(C2CC2)on1
38	Cc1nnc(SCC(=O)Nc2nc(C(C)(C)C)cs2)s1
39	O=c1c2ccccc2nc(-c2ccc(Cl)cc2Cl)n1O
40	CCOC(=O)Cn1c(=O)c2c(nc(Br)n2CC(=O)OCC)n(C)c1=O
screen / no.	31	32	33	34	35	36	37	38	39	40
APP 5'UTR act	0	-28	1	-13	-8	-2	54	9	1	-2
Redox H2O2 prof	-0.4	-0.1	-0.7	0.4	0.0	-0.6	-0.1	0.8	-1.0	2.0
STAT3 inh	0	4	4	-16	5	14	0	14	13	-2
STAT1 activator	104	103	99	94	101	101	102	100	101	95
STAT3 act	98	98	98	110	105	96	99	91	91	104
HMGR II inh	4	-3	-6	-2	-2	0	-9	-8	0	-2
TLR4 MyD88 comp	4	-13	1	15	9	-3	-5	-8	-1	8
Hsp70 activator	0.0	0.0	0.1	-0.3	0.3	-0.1	-0.3	-0.3	-0.1	-0.3
STAT1 blocker	-5	-5	1	7	-1	0	-5	0	-2	6
NF-kB neuron act	1.1	1.1	0.95	0.91	0.93	1.2	1.1	1.1	1.4	0.97

41	CC(C)CC(COCc1cccc(Cl)c1)N1CCN(C(=O)c2cccc(C(F)(F)F)c2)CCC1=O (configuration not stated)
42	COC(=O)C1=C(C)Nc2nnnn2C1c1cccs1 (configuration not stated)
43	COc1ccc(NC(=O)CN(C)CC(=O)Nc2ccc(Cl)cc2[N+](=O)[O-])cc1
44	CC(C)(C)N1CC(c2nc3ccccc3n2Cc2ccc(Cl)cc2)CC1=O (configuration not stated)
45	Cc1nc2c(cc1C(=O)N/N=C/c1ccc(O)c(O)c1)c(=O)n(C)c(=O)n2C
46	Cc1nc(NC(=O)CN(C)S(=O)(=O)c2ccc(Br)cc2)sc1C
47	COc1ccc(NC(=O)CSc2nc(NS(=O)(=O)c3ccc(C)cc3)cc(=O)[nH]2)cc1
48	CCOC(=O)c1[nH]c(C)c(/C(O)=C2\C(=O)C(=O)N(CCCN(C)C)C2c2ccncc2)c1C (configuration not stated)
49	COc1cccc(CNc2nc3ccccc3n2CCN2CCCCC2)c1OC
50	COc1ccc(NC(=O)NC23CC4(C)CC(C)(CC(C)(C4)C2)C3)cc1OC
screen / no.	41	42	43	44	45	46	47	48	49	50
APP 5'UTR act	0	6	2	10	-10	13	-4	11	0	7
Redox H2O2 prof	-0.8	-0.1	-1.0	0.3	0.6	0.0	0.2	-7.7	1.9	0.4
STAT3 inh	1	10	-1	10	-16	-5	8	3	-4	-17
STAT1 activator	88	93	97	93	108	104	104	93	91	109
STAT3 act	97	94	104	94	109	101	98	102	107	114
HMGR II inh	-2	x	-4	-11	-5	-8	1	1	-11	-6
TLR4 MyD88 comp	5	-2	16	-7	4	-3	-1	-18	1	-5
Hsp70 activator	-0.4	0.1	-0.5	-0.3	-0.5	0.3	-0.3	-0.2	-0.3	0.0
STAT1 blocker	13	8	2	8	-8	-4	-4	8	10	-10
NF-kB neuron act	0.66	1.1	1.1	0.67	0.86	0.87	1.2	1.1	0.78	0.97

Sorted by SMILES length (ascending): 6 of the compounds above.
44	CC(C)(C)N1CC(c2nc3ccccc3n2Cc2ccc(Cl)cc2)CC1=O (configuration not stated)
50	COc1ccc(NC(=O)NC23CC4(C)CC(C)(CC(C)(C4)C2)C3)cc1OC
45	Cc1nc2c(cc1C(=O)N/N=C/c1ccc(O)c(O)c1)c(=O)n(C)c(=O)n2C
47	COc1ccc(NC(=O)CSc2nc(NS(=O)(=O)c3ccc(C)cc3)cc(=O)[nH]2)cc1
41	CC(C)CC(COCc1cccc(Cl)c1)N1CCN(C(=O)c2cccc(C(F)(F)F)c2)CCC1=O (configuration not stated)
48	CCOC(=O)c1[nH]c(C)c(/C(O)=C2\C(=O)C(=O)N(CCCN(C)C)C2c2ccncc2)c1C (configuration not stated)
screen / no.	44	50	45	47	41	48
APP 5'UTR act	10	7	-10	-4	0	11
Redox H2O2 prof	0.3	0.4	0.6	0.2	-0.8	-7.7
STAT3 inh	10	-17	-16	8	1	3
STAT1 activator	93	109	108	104	88	93
STAT3 act	94	114	109	98	97	102
HMGR II inh	-11	-6	-5	1	-2	1
TLR4 MyD88 comp	-7	-5	4	-1	5	-18
Hsp70 activator	-0.3	0.0	-0.5	-0.3	-0.4	-0.2
STAT1 blocker	8	-10	-8	-4	13	8
NF-kB neuron act	0.67	0.97	0.86	1.2	0.66	1.1

Continuation:
51	NNC(=O)C1CC1c1ccccc1 (configuration not stated)
52	CC(C)(C)C(=O)C(Cc1ccccc1)n1cncn1 (configuration not stated)
53	Cc1cc(C(=O)c2ccccc2)c(NC(=O)CCl)s1
54	COc1ccc(Cn2nnc3c(=O)[nH]c(C4CCN(C(=O)c5ccccc5Cl)CC4)nc32)cc1
55	Fc1ccccc1Cc1noc(CN2CCN(C/C=C/c3ccccc3)CC2)n1
screen / no.	51	52	53	54	55
APP 5'UTR act	7	10	-29	-5	-16
Redox H2O2 prof	0.4	0.2	0.3	-0.1	0.8
STAT3 inh	-3	6	-7	-6	8
STAT1 activator	104	106	96	96	102
STAT3 act	98	99	105	109	103
HMGR II inh	-2	0	-7	-4	-3
TLR4 MyD88 comp	8	-4	4	11	-4
Hsp70 activator	-0.2	0.3	-0.4	-0.1	0.0
STAT1 blocker	-4	-6	5	5	-3
NF-kB neuron act	1.5	0.88	1.2	1.1	0.77

This is a random part of the collection; about 5.6% have a hit in one of these screens.
